Pemphigus Ab inh – human desmoglein-3 autoantibody binding inhibition. DSG3-coupled beads, scFv-anti-DSG3-GFP binding, flow cytometry; hits give low values. P32926. 310,000 compounds, 0.48% hits. binding (percent of control), % at 10 µM;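 active = binding more than 3 SD below its plate's average and above zero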;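 note: hits lower antibody fragment binding to DSG3; some compounds called inactive have numbers as strong as hits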
SUMO Mot1 rescue – SUMOylation pathway inhibition by Mot1-301 growth rescue. AID 2716. S. cerevisiae Mot1-301 growth rescue, ATP luminescence, 38.5C; percent above DMSO median, 100 means doubled. 320,000 compounds, 1% hits. growth rescue, % at 18.8 µM;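 active = every valid replicate shows activation above 250% relative to neutral control wells; inactive = the rest, any valid replicate at or below 250%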;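 note: OY570 slx delta 5 strain wells were the positive control but not used for scaling; some compounds called inactive have numbers as strong as hits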
SR-BI HDL uptake – blocks mouse SR-BI lipid uptake from DiI-HDL. 320,000 compounds, 0.96% hits. ldlA[mSR-BI] CHO cells, DiI-HDL uptake fluorescence, 3 h. inhibition, % at 12.5 µM. Q61009;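 active = mean replicate inhibition of at least 70% and a set share of replicates each scoring 70 or more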;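 note: 0% = median of neutral control wells and 100% = median of positive control wells; values of inactives mirror those of a sister screen read the other way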
PKA-R1A activ – PKA-R1A complex activation; activation, % at 11.4 µM; AID 504707; PKA-R1A dissociation, Cy5-IP20 fluorescence polarization; scaled: DMSO 0%, 113 µM cGMP 100%; 340,000 compounds, 0.083% hits;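 active = percent activation above the mean of all tested compounds plus 3 SD, cut at about 19% in these data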;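 note: higher means more PKAc released from R1A so a rise in polarization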
dFosB activator – enhances mouse delta FosB homodimer DNA binding; P13346; purified delta FosB, TAMRA-CDK5 oligo fluorescence polarization; percent of positive-control signal above neutral wells; activation, % at 25 µM; 340,000 compounds, 0.99% hits; AID 493131;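 active = mean activation above about 17%, with every replicate also reaching it, limit read from the data, passing the limit was not always enough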;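 note: fluorescence polarization rise as delta FosB binds a TAMRA Cdk5 AP-1 oligo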
SR-BI DiI-HDL act – activators of SR-BI mediated HDL lipid uptake; CHO ldlA[mSR-BI] cells, DiI-HDL uptake fluorescence, 3 h; 100 = double the neutral-control signal; activation, % at 12.5 µM; 320,000 compounds, 0.096% hits; AID 504775;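 active = mean replicate activation of at least 60% and every replicate at or above 60%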;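 note: 0% = median plate neutral-control signal and 100% = twice that signal; values of inactives mirror those of a sister screen read the other way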
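Test system: SR-BI-overexpressing, LDLR-lacking CHO cells; Medium: Ham's F12 with 0.5% BSA, HEPES 25 mM, pH 7.4; Schedule: 3 h, 37 °C; Technique: bottom-read fluorescence, 550/595 nm.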
CDK5 inh – CDK5/p35 (human) kinase inhibition; Q00535+Q15078; inhibition, % at 10 µM; 330,000 compounds, 0.01% hits; Recombinant CDK5/p35, ADP-Glo luminescence, 60 min;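 active = highest replicate inhibition of at least 50% and at least 75% of replicates reaching 50%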;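 note: plate controls were DMSO neutral control for no effect and GW8510 at 10 µM for full effect; many of its hits are not listed in these tables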
Arrestin-AP2 inh – inhibitors of human beta-arrestin and AP2 interaction; AID 504490; FITC-arrestin peptide / GST-AP2 beads, flow cytometry; AP2 beta2 appendage carries R879A mutation; inhibition, % at 10 µM; 340,000 compounds, 0.31% hits;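 active = inhibition above a set limit, near 3 SD of compounds lacking own fluorescence, cut at about 54% in these data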;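 note: plate controls were DMSO wells for no effect and 5 µM unlabelled arrestin peptide for full effect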
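System: GST-AP2 R879A glutathione beads; medium: PBS, Tween 20 0.05%, BSA 0.1%; reagent: fluorescein-tagged arrestin peptide at 50 nM final; schedule: pre-incubation 12 min, peptide binding 1 h, room temperature; detection: flow cytometry, FL1 (488/535 nm); read-out: inhibition as reduced fluorescein signal on beads, percent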
PKA-R2B activ – PKA-R2B complex activation | P22694+P31323 | PKA-R2B holoenzyme dissociation, Cy5-IP20 fluorescence polarization; R2B truncated from residue 108, S112A mutant; 0% DMSO only, 100% 113 µM cGMP | activation, % at 11.4 µM | 340,000 compounds, 0.079% hits | AID 504700;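 active = activation above a cutoff set at the mean over all compounds plus 3 SD, cut at about 18% in these data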;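 note: higher means more holoenzyme dissociation and a rise in polarization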
MITF act – activators of MITF-driven TRPM1 promoter activity in SK-MEL-5 cells; SK-MEL-5 TRPM1-promoter luciferase, 24 h; % of positive control, neutral wells = 0; activation, % at 12.5 µM; 300,000 compounds, 0.75% hits;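 active = mean activation of at least 80% with every replicate also reaching 80%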;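 note: 0% = neutral control wells and 100% = parthenolide positive control wells; values of inactives mirror those of a sister screen read the other way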
NSD2 inh – NSD2 (human) methyltransferase inhibition; inhibition, % at 12.5 µM; NSD2 peptide methylation, AlphaScreen, 120 min; AID 743445; 310,000 compounds, 0.54% hits; O96028; in the data active = inhibition above about 50%
Target sequence (O96028 whole entry, looked up): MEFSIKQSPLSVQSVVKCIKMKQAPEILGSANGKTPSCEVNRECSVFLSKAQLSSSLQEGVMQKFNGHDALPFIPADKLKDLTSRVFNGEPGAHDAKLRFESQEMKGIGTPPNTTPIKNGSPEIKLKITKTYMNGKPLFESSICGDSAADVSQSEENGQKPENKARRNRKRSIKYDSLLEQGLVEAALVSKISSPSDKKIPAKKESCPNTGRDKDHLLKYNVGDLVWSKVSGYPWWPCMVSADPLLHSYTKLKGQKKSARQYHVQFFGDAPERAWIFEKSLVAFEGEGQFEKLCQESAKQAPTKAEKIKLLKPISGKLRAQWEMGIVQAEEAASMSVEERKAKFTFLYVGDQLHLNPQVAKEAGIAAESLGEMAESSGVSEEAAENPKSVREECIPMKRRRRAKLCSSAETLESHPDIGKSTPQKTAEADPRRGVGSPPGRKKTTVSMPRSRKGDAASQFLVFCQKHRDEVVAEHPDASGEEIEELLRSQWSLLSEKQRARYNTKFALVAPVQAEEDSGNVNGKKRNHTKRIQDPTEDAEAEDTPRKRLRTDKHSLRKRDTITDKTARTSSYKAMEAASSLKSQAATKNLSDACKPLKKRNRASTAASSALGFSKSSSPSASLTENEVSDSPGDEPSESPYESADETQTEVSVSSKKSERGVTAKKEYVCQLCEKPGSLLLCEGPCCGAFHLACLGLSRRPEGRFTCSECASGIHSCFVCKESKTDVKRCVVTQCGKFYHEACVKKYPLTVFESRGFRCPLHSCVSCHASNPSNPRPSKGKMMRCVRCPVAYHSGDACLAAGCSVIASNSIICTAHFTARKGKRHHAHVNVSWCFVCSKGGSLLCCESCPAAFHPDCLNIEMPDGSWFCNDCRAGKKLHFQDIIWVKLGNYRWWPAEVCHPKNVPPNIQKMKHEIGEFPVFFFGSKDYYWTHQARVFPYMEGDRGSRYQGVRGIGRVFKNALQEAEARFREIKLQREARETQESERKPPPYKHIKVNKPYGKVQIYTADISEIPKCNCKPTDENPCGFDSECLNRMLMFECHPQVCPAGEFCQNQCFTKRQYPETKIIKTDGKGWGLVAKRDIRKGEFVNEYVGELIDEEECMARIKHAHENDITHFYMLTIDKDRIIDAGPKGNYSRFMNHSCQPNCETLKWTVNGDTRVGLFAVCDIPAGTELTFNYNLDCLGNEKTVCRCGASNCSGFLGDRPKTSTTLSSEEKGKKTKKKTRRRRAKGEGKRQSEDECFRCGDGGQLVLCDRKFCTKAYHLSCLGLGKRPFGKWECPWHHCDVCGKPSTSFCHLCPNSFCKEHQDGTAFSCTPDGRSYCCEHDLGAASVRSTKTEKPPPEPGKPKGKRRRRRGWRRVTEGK
* hit, by the source's call; · = no result given. Outcome played no part in choosing rows; any-hit rate near 4.7%.

CDK5 inh | PKA-R1A activ | dFosB activator | Pemphigus Ab inh | PKA-R2B activ | Arrestin-AP2 inh | SUMO Mot1 rescue | MITF act | SR-BI DiI-HDL act | NSD2 inh | SR-BI HDL uptake | SMILES
0.6 | 8 | 1 | 90 | 1 | 14 | -4 | 1 | -25 | -1 | 25 | Cc1cccc(OCC(=O)N/N=C/c2sc(=O)n(Cc3cccc(C(=O)O)c3)c2Cl)c1
-0.1 | -5 | 9 | 91 | -2 | 0 | -1 | 1 | -29 | 24 | 29 | O=C(O)CCCC(=O)N1CCN(c2nc(-c3ccccc3Cl)c3cc(Br)ccc3n2)CC1
-0.7 | -10 | 5 | 109 | -2 | 7 | -14 | -2 | 21 | -1 | -21 | Cn1c(=O)oc2cc(S(=O)(=O)Nc3cccc(C(=O)O)c3)ccc21
-0.2 | -10 | -13 | 114 | -7 | 0 | 171 | 0 | -50 | 21 | 50 | COC(=O)N/N=C\c1cc(Br)ccc1OCc1ccccc1
0.7 | 11 | -4 | 105 | 2 | 19 | -10 | 14 | 31 | -2 | -31 | Cn1c(-c2ccc(C(C)(C)C)cc2)n[nH]c1=S
-0.1 | -3 | -18 | 87 | -2 | 3 | 10 | -2 | 10 | -1 | -10 | Cn1ncc(Br)c1C(=O)NC(=S)N1CCN(c2ccccn2)CC1
0.0 | -5 | -2 | 98 | 0 | 8 | 10 | -9 | -7 | · | 7 | Cc1ccc(C)c(N(C(=O)Cn2nnc(-c3cccs3)n2)C(C(=O)NC2CC2)c2ccc(C)o2)c1 (configuration not stated)
-3.6 | -7 | -2 | 101 | -3 | 4 | -2 | 30 | 28 | 1 | -28 | CCOC(=O)CSc1ccc(-c2nc3cc(C)c(C)cc3[nH]2)cn1
-0.2 | 4 | -8 | · | -1 | -6 | 231 | -3 | 21 | -7 | -21 | C/C(CC(=O)NCCc1ccccc1)=N\NC(=O)COc1ccc(Br)cc1
1.0 | -2 | -7 | 106 | -12 | -7 | 221 | -5 | 33 | · | -33 | CC1=C(C(=O)OC2CCCCC2)C(c2ccco2)n2ncnc2N1 (configuration not stated)
1.0 | -4 | 1 | 102 | -6 | 18 | -6 | 11 | 2 | · | -2 | C=C[C@@]1(C)CC(=O)[C@]2(O)[C@@]3(C)[C@@H](O)CCC(C)(C)[C@@H]3[C@H](O)[C@H](OC(C)=O)[C@@]2(C)O1
1.6 | -7 | -5 | 112 | -1 | 21 | 281 | -1 | -25 | 0 | 25 | C=CCNc1nc(N)c(C(=C(C#N)C#N)c2ccccc2)s1
-1.7 | -3 | 4 | 104 | 1 | 4 | 66 | 5 | -8 | -8 | 8 | Cc1cc(OCc2nc(-c3ccncc3)no2)cc(C)c1Cl
0.0 | -7 | 9 | 115 | 1 | 1 | 0 | -1 | -4 | -5 | 4 | O=C(CN1C(=O)c2ccccc2C1=O)NCc1ccc(F)cc1
0.4 | -9 | 4 | · | 0 | 1 | -4 | -7 | -40 | 11 | 40 | CN(C)c1nc(Oc2ccc(/C=N/O)cc2)nc(N(C)C)n1
0.7 | -6 | -8 | 17* | 0 | 3 | -8 | -13 | -25 | 2 | 25 | CC1CC2=C(NC(=S)NC2c2ccccc2F)/C(=C/c2ccccc2F)C1 (configuration not stated)
0.9 | 0 | 0 | 115 | -6 | 2 | -1 | 1 | 7 | 0 | -7 | COc1ccc(/C=C(\NC(=O)c2cccs2)C(=O)Nc2ccccc2C)cc1OC
-1.1 | -5 | 0 | 88 | -4 | -3 | -30 | -1 | -14 | 1 | 14 | N#Cc1nc(-c2ccccc2Cl)oc1N1CCOCC1
0.6 | -18 | 3 | 120 | -12 | 2 | -5 | · | -30 | -1 | 30 | Cc1ccc(NC(=S)Nc2nc(CC(=O)Nc3ccccc3)cs2)cc1
0.3 | 0 | -1 | 87 | 4 | 14 | 12 | 3 | 7 | -1 | -7 | O=C1CCC(C(=O)Nc2cccc(S(=O)(=O)Nc3ccccc3F)c2)=NN1
0.1 | -7 | -2 | · | 0 | -9 | 1 | 0 | 3 | · | -3 | CCOc1ccc(OCC(=O)Nc2c3c(nn2C(C)(C)C)CS(=O)(=O)C3)cc1
-0.3 | 2 | -12 | 103 | -3 | -5 | -3 | -12 | -38 | -3 | 38 | N/C(=N\c1nc2c(c(=O)[nH]1)CCCC2)Nc1ccccc1Sc1ccccc1
-0.9 | -5 | -4 | 98 | -1 | -13 | 9 | 0 | -2 | 5 | 2 | COc1ccc(/C=N/c2nc3ccccc3n2C)cc1OC
-0.9 | 4 | -2 | 104 | 2 | -12 | -11 | 7 | -13 | · | 13 | O=C(NC1CCCCC1)c1ccc(N2CCOCC2)c([N+](=O)[O-])c1
1.1 | -5 | -4 | 117 | -4 | 14 | -2 | -12 | · | 3 | · | CN(C)CCNC(=O)c1sc2cccc(F)c2c1Cl
1.5 | -7 | -4 | 94 | 0 | -8 | 6 | -1 | 0 | 9 | 0 | CSc1nc(O)c(C(c2ccc(O)cc2)c2c(O)nc(SC)[nH]c2=O)c(=O)[nH]1
-1.2 | -7 | -1 | 100 | -10 | 5 | 7 | -7 | 15 | -6 | -15 | O=C(N/N=C/c1ccco1)c1cnccn1
2.3 | 3 | -12 | 105 | -3 | 1 | -7 | -8 | 8 | 1 | -8 | Cc1ccc(C)c2c(SC(C)C(=O)NCc3ccco3)nc(-c3ccccc3)nc12 (configuration not stated)
-0.4 | -12 | 0 | 101 | -7 | 17 | -1 | · | 8 | · | -8 | COC(=O)C1CCCN1C(C(=O)NC1CCCCC1)c1ccc(Cl)cc1 (configuration not stated)
-1.2 | -1 | -4 | 103 | 2 | 10 | -17 | 2 | 12 | 2 | -12 | O=C(O)c1sccc1Oc1ccc(NS(=O)(=O)c2cccc(F)c2)cc1

2 records picked at random from the list so far, as already listed:
CDK5 inh | PKA-R1A activ | dFosB activator | Pemphigus Ab inh | PKA-R2B activ | Arrestin-AP2 inh | SUMO Mot1 rescue | MITF act | SR-BI DiI-HDL act | NSD2 inh | SR-BI HDL uptake | SMILES
1.0 | -2 | -7 | 106 | -12 | -7 | 221 | -5 | 33 | · | -33 | CC1=C(C(=O)OC2CCCCC2)C(c2ccco2)n2ncnc2N1 (configuration not stated)
1.6 | -7 | -5 | 112 | -1 | 21 | 281 | -1 | -25 | 0 | 25 | C=CCNc1nc(N)c(C(=C(C#N)C#N)c2ccccc2)s1

(listing goes on)
CDK5 inh | PKA-R1A activ | dFosB activator | Pemphigus Ab inh | PKA-R2B activ | Arrestin-AP2 inh | SUMO Mot1 rescue | MITF act | SR-BI DiI-HDL act | NSD2 inh | SR-BI HDL uptake | SMILES
0.5 | -3 | -4 | 87 | 3 | 1 | -3 | -4 | 1 | -1 | -1 | CC1CCN(c2ccc3nnc(CCC(=O)NCCCOC(C)C)n3n2)CC1
-0.6 | -8 | 8 | 86 | 2 | -1 | 19 | -5 | 16 | -2 | -16 | N/C(=N\c1nc2c(c(=O)[nH]1)CCC2)Nc1ccccc1
0.9 | -4 | 1 | 103 | -4 | 3 | -5 | · | 2 | -1 | -2 | NS(=O)(=O)c1cccnc1Nc1ccc(Cl)c(Cl)c1
0.6 | -10 | -1 | 76 | -7 | 42 | -2 | 8 | 5 | 2 | -5 | Cc1ccc(C)c(NC(=O)CCC(=O)N/N=C2/CC(=O)CC(C)(C)C2)c1
0.7 | -4 | -1 | 105 | -13 | -8 | 45 | 8 | 4 | 3 | -4 | COC(=O)c1cc(S(=O)(=O)NCCc2ccc(SC)cc2)c[nH]1
-1.8 | -3 | -1 | 104 | 3 | -7 | -2 | 1 | · | -1 | · | Cc1cc(=O)oc2cc(OCC(=O)N3CCCC(C)C3)ccc12 (configuration not stated)
0.7 | 3 | 1 | 108 | 5 | 0 | 4 | 4 | 10 | 0 | -10 | COc1ccc(C(=O)CCS(=O)(=O)c2ccc(C)cc2)cc1OC
1.3 | -6 | -1 | 106 | -9 | 8 | -13 | -6 | 5 | 4 | -5 | C[N+]1(CC(=O)OCCCc2ccccc2)CCOCC1
-0.9 | 1 | 0 | 104 | 0 | -26 | -10 | -3 | -44 | 18 | 44 | CC(=O)c1cccc(NC(=O)N2CCC(C(=O)c3ccc(F)cc3)CC2)c1
0.2 | -5 | 3 | 104 | -5 | 3 | 12 | -17 | 38 | -5 | -38 | Cc1cnc(C(=O)OCC(=O)N2CCc3ccccc3C2)cn1
-0.1 | -4 | -7 | 102 | -2 | -3 | -14 | 11 | 18 | · | -18 | Cn1c(=O)c2c(SCC(N)=O)nc(CC(C)(C)C)nc2n(C)c1=O
0.0 | -6 | -7 | 99 | 4 | 36 | -10 | -11 | 20 | -5 | -20 | Cc1ccccc1OCc1nnc(SCC(=O)O)n1Cc1ccccc1
0.3 | 6 | -1 | · | -4 | -5 | 1 | 4 | 23 | 0 | -23 | COc1ccc(-n2c(=O)c3ccccc3n(CC(=O)Nc3cc(C)on3)c2=O)cc1OC
1.3 | 4 | -2 | 109 | 0 | 3 | -13 | 0 | 12 | 1 | -12 | COc1ccc(C(=O)N2CCC(N3CCN(c4ccccc4)CC3)CC2)cc1OC
1.3 | -1 | 0 | 102 | -4 | 3 | 319 | 1 | 20 | 5 | -20 | Nc1cc(=O)[nH]c(=S)n1-c1ccccc1
0.3 | 15 | -5 | 100 | 7 | 23 | -13 | 69 | -75 | -5 | 75* | CCCC(=O)N1CCc2cc(-c3nc(N)sc3C)ccc21
3.3 | 8 | -12 | · | -10 | 4 | 366 | · | 13 | 0 | -13 | CCOC(=O)CN1NC2(CCC(C)CC2)NC1=S (configuration not stated)
1.1 | -4 | -3 | · | 5 | 1 | 75 | 3 | · | 0 | · | CCOc1ccc(S(=O)(=O)N2CCC(C(=O)NCc3ccccn3)CC2)cc1
1.7 | -2 | 0 | 84 | -6 | 10 | -13 | -11 | -7 | 1 | 7 | Cc1cccc(-n2c(O)c(C=NCc3ccccn3)c3ccccc3c2=O)c1

Single records (already shown). Values in the order: CDK5 inh | PKA-R1A activ | dFosB activator | Pemphigus Ab inh | PKA-R2B activ | Arrestin-AP2 inh | SUMO Mot1 rescue | MITF act | SR-BI DiI-HDL act | NSD2 inh | SR-BI HDL uptake
COC(=O)c1cc(S(=O)(=O)NCCc2ccc(SC)cc2)c[nH]1 as listed: 0.7 | -4 | -1 | 105 | -13 | -8 | 45 | 8 | 4 | 3 | -4
COc1ccc(C(=O)N2CCC(N3CCN(c4ccccc4)CC3)CC2)cc1OC as listed: 1.3 | 4 | -2 | 109 | 0 | 3 | -13 | 0 | 12 | 1 | -12
